esBAF inh: inhibitors of esBAF chromatin remodeling in mouse ES cells; actives 2% (n = 350,000); Bmi1-luciferase knock-in reporter, 24 h; 100% = twice the neutral-well signal; AID 602393; reporter increase, % at 12.5 µM; in the data active means activation above about 40%; inconclusive means no clear call, values can overlap the other calls;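 further: 0% = median of the plate's neutral control wells and 100% = double that signal; a rise in the Bmi1 reporter signal indicates esBAF inhibition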
FN deposition inh: fibronectin deposition inhibition | AH1F fibroblasts, Alexa488-fibronectin deposition fluorescence, overnight | inhibition, % at 12.6 µM | actives 0.086% (n = 350,000) | AID 743247;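 active means mean inhibition across replicates of 30% or more, regardless of how many single replicates reach that level; inconclusive means mean under 30% yet at least half of replicates reach 30%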;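 further: positive control wells lacked labelled fibronectin entirely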
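material = AH1F fibroblast monolayer depositing Alexa488-labelled fibronectin into matrix | amount = 10000 AH1F cells/well | buffer or medium = DMEM plus 2% serum, read in PBS | incubation = 1 h cell adhesion before compound, then overnight fibronectin incubation | detection = fluorescence at 485 nm excitation, 525 nm emission | evaluation = percent inhibition as loss of matrix-bound fibronectin fluorescence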
E-sel inducer: induces E-selectin expression in human endothelial cells; actives 0.37% (n = 260,000); P16581; HUVEC E-selectin immunofluorescence imaging; normalized: neutral wells 0, TNF-alpha wells 100; activation, % at 7.58 µM;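 active means mean E-selectin-positive cell signal at least 10% of the positive control, reached in at least 60% of replicates, without over 20% cell loss; inconclusive means no rule given, readout overlaps actives, possibly toxicity-flagged; inactive means the rest, including those meeting only one limit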;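 further: in these data hits start at about 27%; measured in HUVEC primary endothelial cells; signal is the percent of cells scored E-selectin positive by PE staining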
Target sequence (P16581 whole entry, looked up): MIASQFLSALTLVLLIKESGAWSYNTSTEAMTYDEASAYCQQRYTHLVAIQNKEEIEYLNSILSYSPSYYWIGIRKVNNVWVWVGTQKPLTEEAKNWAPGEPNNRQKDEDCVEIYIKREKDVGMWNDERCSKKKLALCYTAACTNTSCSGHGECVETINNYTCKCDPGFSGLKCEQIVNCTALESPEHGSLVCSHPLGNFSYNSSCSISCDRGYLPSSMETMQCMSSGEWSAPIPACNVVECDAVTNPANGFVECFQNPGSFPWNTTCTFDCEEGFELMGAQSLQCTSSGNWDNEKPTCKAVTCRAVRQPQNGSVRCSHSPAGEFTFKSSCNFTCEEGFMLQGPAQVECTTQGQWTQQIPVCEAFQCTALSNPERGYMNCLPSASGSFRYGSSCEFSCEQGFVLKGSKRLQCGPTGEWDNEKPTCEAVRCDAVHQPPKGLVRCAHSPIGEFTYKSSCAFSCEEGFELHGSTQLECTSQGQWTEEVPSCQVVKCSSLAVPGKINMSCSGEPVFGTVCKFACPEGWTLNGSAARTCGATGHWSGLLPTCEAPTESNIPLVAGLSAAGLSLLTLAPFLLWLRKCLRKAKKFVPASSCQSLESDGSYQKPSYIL
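Assay system: HUVEC primary endothelial cells. Input: 3,000 HUVEC seeded per well. Doses: one compound dose added by pin transfer. Read-out basis: % PE-positive cells. Benchmarks: TNF-alpha high, DMSO low. Detection: immunofluorescence imaging. Buffer or medium: EGM-2, gelatin.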
EWS-Fli inh: inhibitors of EWS/Fli oncoprotein transcriptional activity | actives 0.67% (n = 350,000) | inhibition, % at 12.6 µM | A673 NR0B1-luciferase reporter, viability-normalised;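 active means mean inhibition of at least 50% after viability correction, with every replicate also passing that limit; inconclusive means mean reaches 50% but only one of two replicates passes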;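 further: firefly luciferase signal divided by Alamar Blue viability fluorescence both relative to DMSO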
Xi reactivation: activators of X-chromosome reactivation in mouse fibroblasts; XiGFP mouse fibroblasts, % GFP-positive cells imaging, 3 d; cells co-treated with 5-aza-dC sensitizer; scaled so ellipticine positive control = 100%; actives 0.055% (n = 360,000); activation, % at 7.58 µM;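 active means mean normalized replicate activation at least 10% and every replicate at or above 10%; inconclusive means only one of the two criteria met; inactive means mean below 10% and not all replicates reach 10%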;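 further: 0% = median of on-plate neutral control wells and 100% = ellipticine 6 µM median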
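System: SV40-immortalized XiGFP fibroblast cells, line 68-5-11 / Incubation: 3-day compound exposure, then 15 min fixation at room temperature / Compound: single concentration per compound, delivered by pin transfer / Buffer or medium: DMEM plus 5-aza-dC sensitizer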
RAD52 inh: RAD52 (human) annealing inhibition. inhibition, % at 18.7 µM. actives 0.46% (n = 360,000). recombinant RAD52 DNA annealing, FRET fluorescence. AID 651710;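 active means every replicate showing at least 50% inhibition; inconclusive means mean inhibition at least 50% but not in every replicate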
Target sequence (P43351 whole entry, looked up): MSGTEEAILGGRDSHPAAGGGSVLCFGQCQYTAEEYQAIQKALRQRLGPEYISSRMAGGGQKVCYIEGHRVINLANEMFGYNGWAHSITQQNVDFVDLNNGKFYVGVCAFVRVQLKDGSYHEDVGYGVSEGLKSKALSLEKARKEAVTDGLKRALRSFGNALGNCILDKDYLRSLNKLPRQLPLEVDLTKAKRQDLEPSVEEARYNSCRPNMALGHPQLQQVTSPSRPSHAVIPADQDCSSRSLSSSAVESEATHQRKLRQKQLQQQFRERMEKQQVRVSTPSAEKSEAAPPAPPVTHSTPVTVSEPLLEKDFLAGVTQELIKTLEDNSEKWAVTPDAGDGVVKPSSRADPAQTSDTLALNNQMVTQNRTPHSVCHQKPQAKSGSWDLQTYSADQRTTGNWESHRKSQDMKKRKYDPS
RAD54 inh: inhibitors of human RAD54 branch migration. inhibition, % at 10.4 µM. actives 0.14% (n = 360,000). AID 602329. RAD54 Holliday junction branch migration, FAM/BHQ fluorescence. Q92698;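 active means mean normalized replicate activity at least 40 and at least half of replicates scoring 40 or more; inconclusive means only one of the two criteria met; inactive means mean below 40 and under half of replicates reaching 40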;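 further: 0% = median of neutral control wells and 100% = median of positive control wells; inhibitors cause a drop in the FAM fluorescence signal; in these data hits start at about 50%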
S100A4 inh HTS: S100A4-myosin IIA interaction inhibition | P26447 | S100A4/TAMRA-MyoIIA peptide fluorescence polarization | inhibition, % at 10.7 µM | actives 0.14% (n = 360,000);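 active means mean inhibition of at least 70% across replicates, with every replicate also reaching that level; inconclusive means mean inhibition reaches 70% but some replicates fall short; inactive means mean inhibition below 70%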
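Test system – S100A4 monomer (human) · Compound – single-point compound testing · Schedule – 5 min incubation before reading · Probe or stimulus – TAMRA-labelled myosin IIA heavy-chain peptide probe, 5 nM · Benchmarks – neutral control DMSO, positive control TFP · Medium – Calcium-containing HEPES buffer, pH 7.2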
* hit, by the source's call; ? = inconclusive; · = no result given. Compounds as they come, and some 3% of all compounds hit somewhere here.

SMILES | esBAF inh | FN deposition inh | E-sel inducer | EWS-Fli inh | Xi reactivation | RAD52 inh | RAD54 inh | S100A4 inh HTS
CN(C)C(=O)c1cccc(-c2ccc([C@@H]3[C@@H](CO)N4CCCCN(CCC(F)(F)F)C[C@@H]34)cc2)c1 | · | · | -0.1 | -20.2 | 0.0 | -10.1 | 0.4 | -8.5
C[C@@H]1CN([C@H](C)CO)C(=O)c2cc(NC(=O)Nc3ccc(C(F)(F)F)cc3)ccc2O[C@@H](C)CCCCO[C@H]1CN(C)C(=O)NC1CCCCC1 | -4.3 | · | 0.1 | 17.1 | 0.0 | -13.6 | 1.9 | -3.5
COc1ccc(OCCOC(=O)CCS(=O)(=O)c2ccc(C)cc2)cc1 | 0.6 | 3.2 | -2.3 | -3.2 | 0.1 | -1.9 | 7.8 | -0.3
CCOC(=O)c1sc2nc3c(SCCC#N)cc(C(=O)c4cc(F)ccc4O)cn3c(=O)c2c1C | 0.8 | -5.2 | · | · | -0.2 | · | -8.5 | ·
COCCCNC(=O)Cn1c(=O)n(Cc2ccc(C(=O)NCCc3ccc(OC)c(OC)c3)cc2)c(=O)c2ccccc21 | -0.2 | -0.3 | -0.2 | 0.7 | 0.5 | -15.5 | -6.8 | 15.6
O=C(O)c1cc(Cl)c(Cl)cc1C(=O)N(Cc1ccccc1)Cc1ccccc1 | 1.9 | -2.8 | 0.1 | 2.9 | 0.2 | -12.6 | -4.3 | 1.8
COc1cc(OCc2ccccc2)c(C(=O)/C=C/c2ccc3c(c2)OCO3)c(OC)c1OC | 2.5 | -1.3 | -0.3 | 17.7 | 0.2 | -21.7 | -12.2 | -1.4
CCOC(=O)c1ccccc1NC(=O)CSc1nc2ccccc2c(=O)n1CCCN1CCOCC1 | · | -3.7 | -0.3 | -9.3 | 0.0 | -19.6 | 4.7 | -2.9
C[C@@H]1CN([C@@H](C)CO)C(=O)Cc2cc(NS(=O)(=O)c3ccc(Cl)cc3)ccc2O[C@@H]1CN(C)S(=O)(=O)c1cn(C)cn1 | 1.5 | · | -0.4 | -6.7 | -1.1 | -7.3 | 4.2 | -1.6
C[C@@H]1CN([C@H](C)CO)C(=O)c2cc(NC(=O)C3CCCCC3)ccc2O[C@@H](C)CCCCO[C@@H]1CN(C)C(=O)c1ccccc1 | 8.2 | · | 0.1 | 1.5 | 0.1 | -0.3 | 8.9 | 3.1
CC(OC(=O)c1ccc(F)c(S(=O)(=O)N2CCOCC2)c1)C(=O)NCC1CCCCC1 (configuration not stated) | -12.0 | -5.3 | -1.0 | 8.0 | 0.0 | -1.5 | 4.3 | -5.3
O=C(CNS(=O)(=O)c1ccc(Br)cc1)Nc1ccc2c(c1)OCCO2 | · | · | 1.0 | · | -0.1 | -10.6 | 1.6 | -4.0
CCOC(=O)N1CCN(C(=O)CS(=O)(=O)Cc2nc(-c3cccc(OC)c3)oc2C)CC1 | 3.2 | 1.3 | -0.6 | -1.9 | 0.0 | -7.8 | 3.3 | 0.3
O=C([C@@H]1[C@@H](CO)[C@@H]2Cn3c(cccc3=O)[C@H]1N2)N1CCc2ccccc2C1 | -5.1 | -3.3 | 2.2 | 1.3 | 0.1 | 10.4 | 8.9 | -6.8
COc1ccc(C(=O)OCCN=C2NS(=O)(=O)c3ccccc32)cc1OC | -3.8 | -3.5 | · | · | · | 4.3 | 1.9 | -1.8
Cc1ccc(C(=O)NCCc2ccc(S(N)(=O)=O)cc2)o1 | -6.8 | 5.1 | 0.3 | -5.2 | 0.0 | -18.0 | 2.0 | 2.4
COc1ccc2nc(C(c3ccc(C)cc3)n3c(-c4ccccc4Br)nc4ccccc43)[nH]c2c1 (configuration not stated) | ? | -1.3 | 7.8 | -56.0 | 0.1 | -89.9 | -7.1 | -2.9
C[C@@H]1CN([C@H](C)CO)C(=O)Cc2cc(NS(C)(=O)=O)ccc2O[C@@H]1CN(C)S(C)(=O)=O | 1.2 | · | ? | 0.0 | -0.1 | -15.3 | 5.0 | -15.7
O=C(NC12CC3CC(CC(C3)C1)C2)c1cccnc1Cl | 1.4 | 2.5 | · | 14.5 | 0.0 | -10.9 | -9.4 | 3.5
CCn1c(N)c(C(=O)COC(=O)CCc2nc3ccccc3c(=O)[nH]2)c(=O)[nH]c1=O | 4.8 | 10.3 | · | -2.3 | 0.0 | 2.7 | -4.7 | 4.2

Three compounds drawn at random from the list so far:
SMILES | esBAF inh | FN deposition inh | E-sel inducer | EWS-Fli inh | Xi reactivation | RAD52 inh | RAD54 inh | S100A4 inh HTS
O=C(NC12CC3CC(CC(C3)C1)C2)c1cccnc1Cl | 1.4 | 2.5 | · | 14.5 | 0.0 | -10.9 | -9.4 | 3.5
O=C(CNS(=O)(=O)c1ccc(Br)cc1)Nc1ccc2c(c1)OCCO2 | · | · | 1.0 | · | -0.1 | -10.6 | 1.6 | -4.0
CCn1c(N)c(C(=O)COC(=O)CCc2nc3ccccc3c(=O)[nH]2)c(=O)[nH]c1=O | 4.8 | 10.3 | · | -2.3 | 0.0 | 2.7 | -4.7 | 4.2

Next section.
SMILES | esBAF inh | FN deposition inh | E-sel inducer | EWS-Fli inh | Xi reactivation | RAD52 inh | RAD54 inh | S100A4 inh HTS
COC(=O)c1sccc1NC(=O)Nc1cc(C)ccc1OC | -1.7 | · | -0.3 | · | 0.1 | -14.4 | 7.1 | -1.4
COc1ccc(-c2cn(CC[C@H]3CC[C@@H](N)[C@H](CO)O3)nn2)cc1 | -2.1 | -11.4 | 0.7 | -12.3 | 0.5 | 7.4 | -5.3 | 22.4
CC(=O)Nc1ccc2c(c1)OCO2 | · | -2.9 | -8.5 | 3.2 | 0.0 | -8.6 | · | -6.9
CCC(=O)N(Cc1cc(=O)[nH]c2ccccc12)c1ccc(C)cc1 | -9.5 | 2.5 | 0.1 | 7.0 | -0.3 | 6.0 | 2.6 | -1.6
CCCCCCSc1ccc([C@H]2N[C@@](Cc3ccccc3)(C(=O)OC)[C@H]3C(=O)N(CC)C(=O)[C@@H]23)cc1 | -3.1 | -8.8 | 0.0 | 12.9 | 0.6 | -8.1 | -15.3 | -2.4
CC1CN(C(=O)CCC(=O)NCc2cccnc2)c2ccccc2O1 (configuration not stated) | -0.7 | -4.7 | -0.6 | -6.4 | 0.0 | -1.2 | 2.6 | 2.3
Cn1nc(C(C)(C)C)c([N+](=O)[O-])c1C(N)=O | · | -6.5 | 1.4 | 1.7 | -0.1 | -3.9 | -4.0 | 3.9
C[C@H]1CN([C@@H](C)CO)C(=O)c2cccc(NS(C)(=O)=O)c2O[C@@H]1CN(C)S(=O)(=O)c1ccccc1 | -11.6 | · | 0.3 | -3.3 | 0.0 | 7.1 | 5.8 | 10.0
C[C@@H]1CN([C@H](C)CO)C(=O)c2c(c3ccccc3n2C)-c2ccccc2CO[C@H]1CN(C)C(=O)[C@H](Cc1ccccc1)N(C)C | -0.1 | 11.8 | · | 4.6 | 0.1 | 22.2 | 6.1 | -5.7
NC(=O)C1CCN(C(=O)C(Cc2ccccc2)NC(=O)c2ccccc2)CC1 (configuration not stated) | -3.2 | -1.9 | 1.5 | -7.1 | 0.2 | 2.5 | 1.0 | -3.1
CCc1ccc(CNC(=O)CCS(=O)(=O)Cc2ccccc2F)cc1 | 1.5 | -24.5 | · | · | 0.0 | -14.2 | 4.2 | -0.1
COc1ccc(CCNC(=O)CNS(=O)(=O)c2ccc(Br)cc2)cc1 | -0.9 | -2.5 | · | 11.6 | 0.0 | -9.9 | -14.6 | -1.2
C[C@H](CO)N1C[C@H](C)[C@@H](CN(C)Cc2ccccc2)Oc2ccc(NS(=O)(=O)c3ccccc3)cc2C1=O | -0.9 | · | -0.4 | 3.7 | -0.8 | 4.4 | 5.1 | -4.2
CCCCCCOc1ccc(N2C(=O)CC(NCc3ccc(S(N)(=O)=O)cc3)C2=O)cc1 (configuration not stated) | · | -13.7 | · | 3.0 | -0.1 | -7.6 | -4.7 | 0.0
COc1ccc(C(=O)CC(=O)C(=O)Nc2ccccc2OC)cc1 | 2.6 | -0.2 | 0.9 | 13.8 | -0.1 | -43.3 | -24.8 | -8.3
CC(C)NC(=O)Nc1ccc2c(c1)CC(=O)N([C@@H](C)CO)C[C@@H](C)[C@@H](CN(C)C(=O)Nc1ccc(F)cc1)O2 | 3.2 | 6.8 | 0.0 | -0.6 | -0.1 | 10.3 | -10.8 | -0.7
Cc1ccc(S(=O)(=O)N(Cc2cccc(F)c2)C(=O)N2CCN(C)CC2)cc1 | 5.5 | 10.2 | 2.5 | 7.2 | 0.2 | -4.8 | -7.9 | -1.2
O=C(Nc1cccnc1)C1CC(c2ccccc2O)=NO1 (configuration not stated) | 13.1 | · | · | · | · | -11.1 | 9.9 | -3.4
O=C1NC(=O)/C(=C/c2cccc([N+](=O)[O-])c2)N1 | -6.9 | -4.0 | 0.1 | -2.4 | 0.1 | -17.2 | 3.4 | -7.8
COc1ccccc1N1CCN(CC(O)COc2ccc(C)cc2C)CC1 (configuration not stated) | -8.0 | -11.7 | -0.2 | -6.6 | 0.1 | -1.5 | -8.1 | 3.2
Fc1ccc(NC(=S)Nc2ccc(Cl)cc2Cl)cc1 | · | · | · | -1.3 | 0.0 | -5.4 | · | 12.7
Cc1nnc(-c2ccc(Cl)cc2)[nH]c1=O | · | 0.4 | · | -1.6 | 0.0 | -17.3 | · | -1.8
NC(=O)c1ccc(NC(=O)COC(=O)c2ccccc2SCC(=O)N2CCCC2)cc1 | -11.0 | 1.2 | 1.4 | -2.5 | 0.2 | -14.5 | -9.9 | 1.4
O=C(C1CC(c2ccc(F)cc2)=NO1)N1CCN(Cc2ccccc2)CC1 (configuration not stated) | 0.1 | -1.6 | -0.1 | -34.3 | 0.3 | -7.8 | -5.9 | -0.3
COc1ccc(Nc2nc(Nc3ccc(OC)cc3OC)nc(N3CCN(C)CC3)n2)c(OC)c1 | -16.0 | -5.1 | 0.4 | · | 0.2 | · | -0.1 | ·
NC(=O)c1ccc(NC(=O)COC(=O)c2cccc(Oc3ccccc3)c2)cc1 | -5.4 | 6.0 | 2.7 | -9.4 | 0.0 | -3.0 | -1.6 | -0.4
Cc1sc2nc(CN3CCCCC3)nc(N3CCN(C(=O)c4ccco4)CC3)c2c1C | 6.9 | 3.8 | 3.0 | 4.5 | -0.1 | 10.7 | 11.1 | -5.0
CC[C@@H](C)C(N)c1cn([C@@H](CCC(=O)O)C(=O)N2CCNCC2)nn1 (some centres not stated) | -0.9 | 0.4 | -0.1 | -10.2 | 0.0 | 0.7 | -6.6 | 39.5
CN(C)C(=O)c1cccc(-c2ccc([C@H]3[C@H]4CN(Cc5cccnc5)CCCCN4[C@H]3CO)cc2)c1 | · | · | 0.2 | -17.6 | 0.0 | -14.3 | -3.3 | 14.6
